human PMI inhibition = inhibitors of human PMI, primary screen, biochemical, fluorescence intensity, coupled assay (AID 1209) | Mannose-6-phosphate isomerase (Homo sapiens) | purified PMI enzyme, coupled fluorescence intensity; higher % means a stronger effect | inhibition, % at 20 µM; hits with a dose series show IC50 in µM | 190,000 compounds, 0.42% hits;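 note: plate controls were DMSO vehicle for no effect and wells lacking substrate for full effect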
Ins promoter up = insulin promoter activators in MIN6 cells, imaging, high-content screening, mouse beta cells; MIN6 insulin promoter-GFP reporter; stronger effect = higher value; z-score at 5 µM; 190,000 compounds, 0.3% hits;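 active = z-score above 3 at 5 µM with at least 500 cells counted in the well; inconclusive = wells under 500 cells, flagged as cytotoxic or low count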
Hep lipid drop = inhibitors of hepatocyte lipid droplet formation, primary screen, imaging, high-throughput imaging, BODIPY stain | AML12 mouse hepatocytes, oleate lipid droplets | inhibition, % at 6.5 µM | 240,000 compounds, 0.4% hits | AID 1656, 2009;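 active = lipid droplet intensity inhibited by at least 50%, with more than 500 cells counted; inconclusive = wells with under 300 cells, treated as cytotoxic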
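System: AML12 hepatocytes (mouse). Probe or stimulus: oleic acid at 100 µM to induce lipid droplet formation. Times: overnight treatment with compound plus oleate. Detection: Image-based BODIPY and DAPI two-channel analysis. Evaluation: percent inhibition of filter-corrected integrated lipid droplet intensity per well.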
PMI inhibition = human PMI inhibitors, high substrate, primary screen, biochemical, fluorescence intensity, high mannose 6-phosphate (AID 1220) | inhibition, % at 20 µM, or IC50 in µM where a hit was titrated | 190,000 compounds, 0.66% hits | recombinant PMI enzyme, coupled fluorescence intensity; higher % means a stronger effect | Mannose-6-phosphate isomerase (Homo sapiens)
MT stabilize HCS = microtubule stabilizers in HeLa cells, primary screen, imaging, high-content imaging | HeLa tubulin immunostaining HCS, 24 h; share of cells brighter than vehicle mean+2SD | 200,000 compounds, 0.83% hits | % tubulin-high responders, % at 10 µM;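 active = plate Z-score above 3 for both tubulin-high and condensed-nucleus cell shares, with cell loss under 80%, at 10 µM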;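 note: anti alpha tubulin signal scored within the nucleus-defined area of each cell; some results filed as inactive read as strong as hits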
Autophagy mod = autophagy modulators in MEF cells, primary screen, imaging, high-content, MEF GFP-LC3; calls only at 10 µM (by protocol); 190,000 compounds, 0.98% hits; MEF GFP-LC3 puncta imaging; test concentration mostly 10 µM; AID 463193, 2010;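 active = percentage of spot-positive cells more than 3 SD above its plate mean, without a fluorescence outlier flag or 80% toxicity; inconclusive = no clear call, values can overlap the other calls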;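 note: spot-positive cell cutoff set from DMSO-treated cells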
TNAP activation fold = human TNAP enzyme activators, primary screen, biochemical, luminescent, no phosphate acceptor, uHTS (AID 1001) | Alkaline phosphatase, tissue-nonspecific isozyme (Homo sapiens) | purified TNAP, luminescent activation assay, no phosphate acceptor; higher activation fold means a stronger effect | activation fold at 20 µM; hits with a dose series show EC50 in µM | 200,000 compounds, 0.03% hits; in the data active = activation fold from about 3, or a potency from the dose series; inactive = the rest, 99 in 100 with activation fold below about 1.6; note: many of its hits are not listed in these tables
bCat nuc transl = modulators of beta-catenin nuclear translocation, primary screen, imaging, HeLa cells, immunofluorescence, high-content | nuclear translocation activity, % at 5 µM | 190,000 compounds, 0.3% hits | AID 1665, 2009;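 active = nuclear translocation activity above 50% at 5 µM, with a well cell count of 50 or more; inconclusive = wells under 50 cells across six images, flagged as toxic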;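 note: per-cell ratio of nuclear to cytoplasmic median beta-catenin stain intensity; plate controls were DMSO negative control for no effect and GSK-3 inhibitor IX positive control for full effect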
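assay system = human HeLa cells, endogenous beta-catenin | times = compound treatment 24 h, 37°C, 5% CO2 | detection = Anti-beta-catenin immunofluorescence on PFA-fixed, Triton-permeabilized cells, DAPI nuclei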
T cell HTS = modulators of CD8 T cell-vesicle binding, primary screen, mouse 2C CD8+ T cells, flow cytometry. 2C CD8+ T cell-vesicle binding; stronger effect = lower value. calls only at 7 µM. 330,000 compounds, 0.068% hits. AID 2052, 2009;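 active = response, share of CD8 T cells binding vesicles, and their 90th percentile fluorescence all below set limits, cut at about 80% in these data, passing the limit was not always enough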
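Benchmarks: naked versus QL9-loaded vesicles / Assay system: purified 2C TCR transgenic mouse naive CD8+ T cells / Technique: high-throughput flow cytometry with anti-B7-1 and anti-CD8 staining / Timing: Cell–vesicle co-incubation 1.5 h at 37 °C, staining 20 min on ice / Read-out: percent CD8+ FL2 mean versus row control / Probe or stimulus: QL9-loaded Drosophila micro-vesicles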
Ins promoter up cell count = further read-out of Ins promoter up, marked with its call; cell count; measured here: cytotoxicity, nuclei count;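 total cells summed across four imaged fields per well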
Hep lipid drop cells 6.5 µM = also measured in Hep lipid drop; calls as there; cell count; measured here: cell count, cytotoxicity flag;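 cells counted across two imaged fields per well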
bCat nuc transl cell count 5 µM = recorded beside bCat nuc transl, whose call it bears; cell count; measured here: cell count, cytotoxicity flag
T cell HTS vesicle-bound % = further read-out of T cell HTS, marked with its call; double positive events, %; measured here: CD8+ vesicle-bound cell fraction;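 binding gate set so that unloaded-vesicle control wells show 10% double positive cells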
MT stabilize HCS Hoechst-high % = second read-out of MT stabilize HCS, no call of its own (marks repeat the call); % Hoechst-high responders; measured here: nuclear condensation Hoechst responders;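 share of cells brighter than vehicle mean plus two SD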
MT stabilize HCS cytotoxicity % = further read-out of MT stabilize HCS, marked with its call; toxicity, %; measured here: cytotoxicity by cell density;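 0% = mean cell density of plate MIN control wells and 100% = no cells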
Autophagy mod cell loss 18 h = also measured in Autophagy mod; calls as there; toxicity, %; measured here: cell loss, nuclei count;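 cell loss after 18 h compound exposure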
An asterisk follows results filed as active; i = inactive; ? = inconclusive; / = not tested or not shown; + = active, no number. Cut-off read from the data, not from the text of the source, unless noted: active = inhibition above about 50%; inactive = the rest.

The line under a structure holds: human PMI inhibition, Ins promoter up, Ins promoter up cell count, Hep lipid drop, Hep lipid drop cells 6.5 µM, PMI inhibition, MT stabilize HCS, MT stabilize HCS Hoechst-high %, MT stabilize HCS cytotoxicity %, Autophagy mod, Autophagy mod cell loss 18 h, TNAP activation fold, bCat nuc transl, bCat nuc transl cell count 5 µM, T cell HTS, T cell HTS vesicle-bound %
O=C(COC(=O)c1cc(S(=O)(=O)N2CCCCC2)ccc1N1CCOCC1)NC1CCCCC1
 : -0.1%, -1.35, 970, /, /, 1.4%, 1.4, 1.7, 7.4, /, /, 1.1, 2.2, 1133, i, 51.5
COc1ccc(-c2nnn(CC(=O)N(CCCN3CCOCC3)C(C(=O)NC3CCCC3)c3ccc(C)o3)n2)cc1 (stereo not given)
 : 6.8%, -0.19, 1410, -11.7, 654, 3.1%, 4.7, 2.4, 9.2, i, -11.9, 1.2, -1.2, 1519, i, 33.9
O=C(NCCc1ccccc1)C(c1cccs1)N(C(=O)c1csnn1)C1CC1 (stereo not given)
 : 0.9%, -0.4, 1274, /, /, 7.5%, 6.5, 3.4, 7.6, i, 9.8, 1.1, 1.1, 1214, i, 28.1
O=C(O)/C=C/C(=O)NCCc1ccc(Cl)cc1
 : /, 0.4, 1400, -1.7, 712, /, /, /, /, /, /, /, 1.7, 1290, i, 57.7
O=C(COC(=O)c1ccc2ncsc2c1)Nc1ncc(Cl)cc1Cl
 : 7.2%, 0.24, 1257, -12.3, 709, 9.6%, 3.1, 2.1, 3.0, i, 4.1, 1.2, 6.3, 938, i, 56.8
CSc1nc2c(c(=O)n1-c1ccc(F)cc1)SCC2
 : 0.9%, -0.18, 1333, 0.4, 710, 0.0%, 4.1, 2.3, 5.5, i, -3.6, 1.1, -2.2, 1254, i, 38.2
CCC1Oc2ccccc2N(CC(=O)NCCCN2CCCCC2CC)C1=O (stereo not given)
 : 5.4%, -0.3, 1230, 7.7, 742, 1.3%, 4.2, 2.1, 13.7, i, 32.2, 1.1, /, /, i, 44.1
CCCCC(O)(CCN1CCOCC1)c1ccc(Cl)cc1 (stereo not given)
 : 4.3%, /, /, 9.1, 733, -6.2%, 1.9, 2.2, 5.5, i, 4.5, 1.1, /, /, i, 51.4
COc1ccc2ccccc2c1C1CC(=O)N2CN(C)CSC2=C1C#N (stereo not given)
 : 54.3%*, 0.28, 1225, /, /, 68.7%*, 4.8, 4.1, 4.7, i, -2.6, 1.1, -4.7, 1046, i, 19.9
Cc1cccc2c1CC(C)(C)N=C2C1=C(O)CCCC1=O
 : 2.4%, -0.22, 1655, /, /, 0.6%, 2.6, 1.4, 2.9, i, -3.1, 1.1, -0.3, 1389, i, 27.2
O=C(COC(=O)CN1C(=O)c2ccccc2C1=O)Nc1ccc(S(=O)(=O)N2CCCC2)cc1
 : -0.3%, /, /, 3.9, 742, -1.4%, 1.9, 1.7, 5.9, i, 0.3, 1.2, /, /, i, 22.1
CS(=O)(=O)c1ccc(C(=O)N2CCc3ccccc3C2)cc1
 : -13.0%, -0.89, 1203, -1.9, 675, -6.6%, 2.8, 2.4, 10.7, i, -7.7, 1.1, -4.6, 1096, i, 15.9
CCc1cc(C(=O)OC)c(NC(=O)CC2SC(N)=NC2=O)s1 (stereo not given)
 : -5.3%, 0.23, 1377, -51.2, 661, -6.9%, 6.7, 0.8, 1.9, i, 1.9, 1.2, 0.0, 1372, i, 55.2
CCCCNC(=O)N1CCN(S(C)(=O)=O)CC1
 : -6.7%, 0.73, 1639, -0.2, 670, -4.3%, 2.3, 1.2, 0.3, i, 31.2, 1.1, -0.8, 1126, i, 31.2
COc1ccc(NS(=O)(=O)c2cc([N+](=O)[O-])ccc2N/N=C\c2c(C)[nH]c3ccccc23)cc1
 : -1.2%, /, /, 13.9, 746, -2.2%, 3.5, 2.1, 7.6, +, 35.4*, 0.9, /, /, i, 59.3
O=C(O)C1CCC(N2C(=O)C3CCCCC3C2=O)CC1 (stereo not given)
 : -3.9%, /, /, 6.3, 745, -5.9%, 1.3, 1.4, 19.5, i, -1.8, 1.2, /, /, i, 20.4
CC(=O)OCC1=C(C(=O)O)N2C(=O)C(NC(=O)CCn3nc(C(F)(F)F)c(Br)c3C3CC3)C2SC1 (stereo not given)
 : 4.8%, 0.45, 1284, 3.9, 669, 4.9%, 3.5, 2.3, 1.8, i, 10.8, 1, -0.4, 1141, i, 14.8
O=C(Nc1ccc2[nH]c(=O)[nH]c2c1)c1cc(F)c(F)cc1Cl
 : /, 0.09, 929, 10.6, 606, /, /, /, /, /, /, /, 0.3, 1458, i, 58.0
COc1ccc(-c2cc(=O)n(-c3nc4ccccc4[nH]3)[nH]2)cc1
 : -0.6%, 0.39, 1695, -11.4, 591, 1.5%, 4.4, 1.9, 4.1, i, 2.1, 1.2, 0.1, 1118, i, 34.4
CC(NC(=O)c1ccc2c(c1)OCO2)C(c1cccs1)N1CCOCC1 (stereo not given)
 : -4.9%, -0.35, 1291, /, /, -6.5%, 2.7, 2.6, 26.2, i, -1.2, 1, /, /, i, 32.6
CC(=O)Nc1cccc(-c2csc(N)n2)c1
 : 3.5%, 0.05, 1398, -0.2, 646, -1.1%, 3.5, 1.9, 10.3, i, 12.4, 1.2, -4.1, 1096, i, 23.5
COc1ccc(NC(=O)c2cc(S(=O)(=O)N3CCCCC3)ccc2N2CCCCC2)cn1
 : 19.2%, 0.11, 1083, /, /, 55.3%*, 3.8, 1.5, 11.4, i, -5.6, 1.1, -0.4, 1091, i, 51.6
CCCCCCCC[n+]1cccc2c3ccccc3ccc21
 : -4.5%, ?, /, -253.7, 444, -7.1%, 2.4, 1.8, 11.5, i, 23.5, 1, /, /, i, 36.1
COc1ccc(CN2C(=O)CCC2(C)C(=O)NC2CCCCCC2)cc1 (stereo not given)
 : -2.8%, -0.58, 1628, /, /, -4.3%, 4.1, 2.6, 12.0, i, -26.0, 1.2, -4.1, 1036, i, 12.4
CCC(c1nnnn1Cc1cccs1)N1CCN(C2CCCC2)CC1 (stereo not given)
 : 0.0%, -0.17, 1047, -5.1, 772, -6.0%, 1.7, 1.7, 11.1, i, 41.1, 1.1, -8.3, 1240, i, 36.4
CCCCNC(=S)NC(=O)c1ccc([N+](=O)[O-])cc1
 : 1.8%, 0.04, 1555, /, /, 1.8%, 1.7, 2.3, 7.3, i, -13.0, 1, 0.1, 1370, i, 42.1
CCCCC(=O)Nc1ccc2c(c1)C(=O)NC2=O
 : 4.2%, 0.1, 1004, /, /, 7.2%, 9.0, 1.9, 6.2, i, 2.9, 1.2, /, /, i, 24.7
Cc1ccccc1NC(=O)/C(=C\c1cccs1)NC(=O)c1ccco1
 : 0.5%, -5.39, 722, -18.2, 709, 0.7%, 2.4, 1.4, 7.2, i, 36.5, 1.1, 0.5, 1154, i, 56.7
COc1ccccc1COCC(O)CNCC1(N2CCCCC2)CCCCC1 (stereo not given)
 : 8.7%, -0.04, 2006, -0.6, 604, 6.9%, 3.6, 1.9, 4.7, i, -1.5, 1.1, -0.1, 1119, i, 18.1
CCOC(=O)C(/C=C(\C#N)C(=O)OCC)=C(/N)N1CCN(c2ccccc2)CC1
 : 3.1%, -0.95, 887, 1.5, 722, 5.5%, 0.7, 0.8, 8.0, i, -4.0, 1.1, -0.4, 1164, i, 21.2
S=C(NCCCN1CCOCC1)NCCCN1CCOCC1
 : 9.8%, -0.36, 1339, 22.6, 659, 40.3%, 2.0, 2.5, 0.9, i, -5.2, 1.1, /, /, i, 49.6
CNC(=S)NCCC(c1ccccc1)c1ccccc1
 : 3.6%, -0.43, 1157, 14.0, 665, 1.5%, 1.8, 2.6, 0.2, i, 8.8, 1.1, -0.5, 967, i, 61.0
Cc1ccc(F)cc1NC(=O)c1ccc2c(c1)OCO2
 : 0.9%, 0.82, 1277, -12.6, 692, 4.3%, 2.2, 2.8, 4.1, i, -6.3, 1.1, /, /, i, 56.9
CNC(=S)Nc1ccc(C)cc1
 : 4.5%, 0.05, 1225, 0.5, 711, -3.2%, 2.2, 3.1, 6.9, i, 4.7, 1, /, /, i, 32.1

Bioassay records from PubChem.
